APEX1 inh: inhibitors of human APE1 endonuclease; 350,000 compounds, 0.35% hits; recombinant APE1, TAMRA/BHQ-2 abasic DNA cleavage fluorescence; Potency, µM (series often up to 65.8 µM), inactives show top-dose activity change, negative = inhibition, hits mostly inhibitors;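 note: plate controls were vehicle for no effect and reference inhibitor for full effect; nearly all actives have a fitted effect of over 55% in size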
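Activity was derived from the fluorescence gain between first and third kinetic reads (60 s intervals, ex 525/em 598 nm) after 50 nM THF-abasic TAMRA/BHQ-2 duplex was added to 0.75 nM APE1 preincubated 15 min with compound.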
BLM inh: blocks DNA unwinding by human BLM helicase. P54132. recombinant BLM DNA unwinding, fluorescence dequenching. Potency, µM (series often up to 56.1 µM), inactives show top-dose activity change, negative = inhibition, actives largely listed as inhibitors. 350,000 compounds, 0.2% hits;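 note: plate controls were vehicle for no effect and no enzyme for full effect; nearly all actives have a fitted effect of over 35% in size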
G9a inh: inhibitors of human histone lysine methyltransferase G9a; 350,000 compounds, 8.8% hits; Q96KQ7; G9a H3K9 monomethylation, AlphaScreen, 2 h; Potency, µM (doses to about 102 µM), for the others: top-dose activity, negative = inhibition, most hits filed as inhibitors; note: % is set by controls: 0 for no effect and ±100 for the full control effect; nearly all actives have a fitted effect of over 75% in size
Target sequence (Q96KQ7 913-1193 limits assumed): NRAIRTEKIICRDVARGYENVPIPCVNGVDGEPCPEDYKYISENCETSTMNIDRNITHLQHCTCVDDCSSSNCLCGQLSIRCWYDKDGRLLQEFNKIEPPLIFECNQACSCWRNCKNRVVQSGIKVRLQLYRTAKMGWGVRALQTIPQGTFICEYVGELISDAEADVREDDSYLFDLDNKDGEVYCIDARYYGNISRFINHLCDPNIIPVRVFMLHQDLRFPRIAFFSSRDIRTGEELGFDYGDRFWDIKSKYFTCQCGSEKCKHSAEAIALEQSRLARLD
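Chemiluminescent proximity detection of H3K9 monomethylation, read after 10 min bead incubation in the dark. Reaction: 20 nM G9a, 500 nM biotin-H3K9 peptide, 20 uM SAM cofactor, 2 h, room temperature, following 15 min enzyme-compound preincubation.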
Anesthetic bind: candidate novel general anesthetic via apoferritin binding; apoferritin/1-aminoanthracene competitive binding, fluorescence; P02791; 350,000 compounds, 0.074% hits; Potency, µM (titrated, usually from 77.5 µM), inactives show at the top dose activity change, negative = displacement, actives largely listed as inhibitors; AID 485281; note: % is set by controls: 0 for no effect and ±100 for the full control effect; nearly all actives have a fitted effect of over 20% in size
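Horse-spleen apoferritin (10 uM) was mixed with 50% saturated 1-aminoanthracene in PBS, exposed to compounds for 10 min at room temperature, and read for fluorescence (ex 380 nm, em 535 nm). Competitive displacement was fitted with a four-parameter Hill equation.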
POLI inh: DNA polymerase iota (human) inhibition | Q9UNA4 | Pol iota fluorescent replication assay, 10 min | Potency, µM (doses to about 115 µM), inactives show at the highest dose activity, negative = inhibition, usual class: inhibitors | 390,000 compounds, 1% hits | AID 588590
Target sequence (Q9UNA4 whole entry, looked up): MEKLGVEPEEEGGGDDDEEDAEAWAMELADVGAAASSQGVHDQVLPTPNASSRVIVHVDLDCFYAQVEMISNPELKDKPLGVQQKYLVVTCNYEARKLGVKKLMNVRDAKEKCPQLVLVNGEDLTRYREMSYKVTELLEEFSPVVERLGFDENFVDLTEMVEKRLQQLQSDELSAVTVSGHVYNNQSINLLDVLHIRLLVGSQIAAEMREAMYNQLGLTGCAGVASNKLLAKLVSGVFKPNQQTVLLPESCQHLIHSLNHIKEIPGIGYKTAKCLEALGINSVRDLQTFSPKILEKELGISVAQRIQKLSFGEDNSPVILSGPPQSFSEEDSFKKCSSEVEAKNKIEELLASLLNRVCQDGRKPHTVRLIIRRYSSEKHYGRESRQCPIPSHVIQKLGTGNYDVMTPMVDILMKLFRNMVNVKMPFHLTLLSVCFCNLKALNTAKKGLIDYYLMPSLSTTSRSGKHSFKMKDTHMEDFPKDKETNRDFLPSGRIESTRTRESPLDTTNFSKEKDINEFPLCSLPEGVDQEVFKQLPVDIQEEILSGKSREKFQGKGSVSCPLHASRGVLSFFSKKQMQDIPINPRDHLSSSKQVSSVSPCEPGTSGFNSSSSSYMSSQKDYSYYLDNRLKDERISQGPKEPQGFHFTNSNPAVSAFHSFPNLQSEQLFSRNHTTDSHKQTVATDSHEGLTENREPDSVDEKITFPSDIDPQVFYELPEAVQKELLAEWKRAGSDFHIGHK
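Fluorescent replication assay read twice, at 0 min and 10 min after adding 50 nM (final) substrate. Enzyme (10 nM) and compounds were first incubated 15 min at room temperature; enzyme-free buffer wells were negative controls.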
Pol beta inh: DNA polymerase beta (human) inhibition | 340,000 compounds, 1.3% hits | P06746 | Potency, µM (series often up to 114 µM), for inactives: at the highest dose activity change, negative = inhibition, usual class: inhibitors | Pol beta primer extension/strand displacement, fluorescence kinetic; note: % is set by controls: 0 for no effect and ±100 for the full control effect
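Human Pol beta at 10 nM; strand-displacement substrate 50 nM final. Compound exposure 15 min at room temperature before start, reaction 10 min at room temperature.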
Pol kappa inh: inhibitors of human DNA polymerase kappa | 400,000 compounds, 0.53% hits | purified Pol kappa, fluorescent DNA synthesis assay, 10 min | AID 588579 | Potency, µM (top dose mostly 107 µM), for inactives: at the top dose activity, negative = inhibition, actives largely listed as inhibitors | Q9UBT6; note: % is set by controls: 0 for no effect and ±100 for the full control effect
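50 nM final substrate added after 15 min RT preincubation of 10 nM Pol kappa with compound; fluorescence read at 0 and 10 min.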
BAZ2B inh: inhibitors of human BAZ2B bromodomain; Q9UIF8; AlphaScreen BAZ2B-H3K14Ac peptide displacement; Potency, µM (doses to about 114 µM), inactives show at the top dose activity change, negative = inhibition, usual class: inhibitors; 360,000 compounds, 4.4% hits; AID 504333; note: % is set by controls: 0 for no effect and ±100 for the full control effect; nearly all actives have a fitted effect of over 60% in size
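Protein-peptide AlphaScreen: BAZ2B 50 nM, b-H3K14Ac 50 nM, 1x PBS pH 7.4 + 0.01% Tween-20. Preincubation 30 min RT; cpd 30 min RT (top 110 uM); beads 20 min RT, light-protected.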
POLH inh: inhibitors of human DNA polymerase eta; recombinant Pol eta, fluorescent DNA replication assay; Potency, µM (doses to about 114 µM), inactives show at the highest dose activity change, negative = inhibition, hits mostly inhibitors; 390,000 compounds, 1.2% hits; note: % is set by controls: 0 for no effect and ±100 for the full control effect
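Pol eta at 10 nM preincubated with compounds 15 min at room temperature; reaction started with fluorescent substrate (50 nM final) and read kinetically at 0 and 10 min.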
Starred values were filed as active, the others as inactive; ? = inconclusive; . = not tested or not shown; & = joins results of further samples; [ ] = another dose, or the depositor's remark. Calls come from the whole dose curve; as a rule, active = well fitted curve in the direction sought with a large enough effect; inconclusive = small, poorly fitted or top-dose-only effect, or another doubt; inactive = no such curve, though single readings can be large; an effect the other way counts as inactive or inconclusive. Potency is the fitted concentration of half-maximal effect. Some of the compounds tested, so the mix of outcomes need not match the whole.

| APEX1 inh | BLM inh | G9a inh | Anesthetic bind | POLI inh | Pol beta inh | Pol kappa inh | BAZ2B inh | POLH inh | Structure |
| --- | --- | --- | --- | --- | --- | --- | --- | --- | --- |
| 1% | -3% | 13%[59 µM] | 4% | -8% | 19% | 9%[60.1 µM] | -16% | -19% | COc1ccc(CCNC(=S)Nc2ccc(OC)cc2)cc1 |
| 55%[activator] | -3% | 69%[activator] | -23% | 17% | 8% | -3% | 2% | 0% | O=S(=O)(NCc1cccs1)c1ccc(Br)cc1 |
| 6% | -1% | ? | -18% | 4% | 3% | -16% | -27% | -16% | COC(=O)c1ccccc1NC(=S)NC(=O)COc1ccc(C(C)C)cc1 |
| -3% | -8% | 43% | -4% | 19% | 1% | 0% | 3% | -7% | CC1=C(C(=O)OCC2CCCO2)C(c2ccc(C)cc2)C2=C(CCCC2=O)N1 (stereo unspecified) |
| -2% | -3% | -41% | -14% | 15% | 26% | -6% | -8% | 15% | O=C1c2ccccc2-c2nccnc21 |
| . | 0% | -42%[59 µM] | 6% | 37%[activator] | 7% | 2% | 3% | -10% | O=C(Cn1ccn(-c2cccc(Cl)c2)c(=O)c1=O)c1ccc(F)cc1 |
| 16% | 103%[activator] | -42%[0.501 µM] | . | . | . | 4%[60.1 µM] | . | . | CN1CCN(c2ncnc3ccc(-c4cccc(C#N)c4)cc23)CC1 |
| 4% | -4% | 14% | -4% | 88%[activator] | -14% | -12% | -19% | -16% | CC(C)c1ccc(NC(=O)c2ccc(NS(C)(=O)=O)cc2)cc1 |
| -1% | -6% | ? | -2% | 80%[activator] | 11% | -6% | -8% | -13% | N#CC(C#N)=C(N)CSc1cccc[n+]1[O-] |
| . | 1% | -3%[59 µM] | -14% | 32%[activator] | -9% | -3% | -7% | -13% | COc1ccc(CCNC(=O)c2cnc3sc(N4CCCCC4)nn3c2=O)cc1OC |
| -4% | 0% | -26% | -1% | 2% | -4% | -15% | -14% | 9% | Cc1ccc(N2C(=O)N(CC(=O)NC(N)=O)C(=O)C2C)cc1 (stereo unspecified) |
| -22% | . | -38% | . | 22% | . | -9% | -3% | -21% | COc1ccc(S(=O)(=O)Nc2cccc(-c3ccc4nncn4n3)c2)cc1 |
| -10% | -15% | 18%[12.7 µM] | -19% | -6% | 10% | -4% | -30% | -12% | COc1cc(O)c(CC=C(C)C)c(O)c1C(=O)CCc1ccc(O)cc1 |
| -1% | -3% | 8% | 0% | 99%[activator] | -10% | 4% | 2% | -19% | CC(C)CC(NC(=O)C(NC(=O)C1OC2OC(C)(C)OC2C2OC(C)(C)OC12)C(C)C)C(=O)O (stereo unspecified) |
| -4% | -6% | 10µM* | -3% | 12% | -2% | -7% | ? | 2% | Cc1ccccc1C(=O)Nc1sc(C)c(C)c1C(=O)c1ccccc1 |
| -1% | -1% | -3% | -6% | 180%[activator] | 5% | -15% | -14% | -11% | Cc1c(C(=O)C(=O)NCC2CCCO2)c2ccccc2n1C (stereo unspecified) |
| . | 1% | -4%[59 µM] | -3% | 3% | 2% | -8%[60.1 µM] | -2% | 3% | Cc1ccc(CNc2ncnc3c2nnn3C)cc1 |
| -2% | 0% | 41%[0.501 µM] | -15% | 14% | 0% | -8% | -23%[57.1 µM] | -21% | CCc1ccccc1NC(=O)c1ccc(CN2CCC(Cc3ccccc3)CC2)cc1 |
| -7% | -6% | 40µM* | -9% | 77%[activator] | -1% | -17% | -10% | -8% | Cc1sc(NC(=O)Cc2ccc3c(c2)OCO3)nc1-c1ccc2c(c1)CCN2C(=O)c1ccc(F)cc1 |
| -4% | 0% | . | 1% | ? | 0% | -4% | -14% | -5% | Cn1c(NNC(=O)c2c(F)cccc2F)cc(=O)n(C)c1=O |

Some of these compounds in order of molar mass, low to high.
| APEX1 inh | BLM inh | G9a inh | Anesthetic bind | POLI inh | Pol beta inh | Pol kappa inh | BAZ2B inh | POLH inh | Structure |
| --- | --- | --- | --- | --- | --- | --- | --- | --- | --- |
| -1% | -6% | ? | -2% | 80%[activator] | 11% | -6% | -8% | -13% | N#CC(C#N)=C(N)CSc1cccc[n+]1[O-] |
| . | 1% | -4%[59 µM] | -3% | 3% | 2% | -8%[60.1 µM] | -2% | 3% | Cc1ccc(CNc2ncnc3c2nnn3C)cc1 |
| -1% | -1% | -3% | -6% | 180%[activator] | 5% | -15% | -14% | -11% | Cc1c(C(=O)C(=O)NCC2CCCO2)c2ccccc2n1C (stereo unspecified) |
| -4% | 0% | -26% | -1% | 2% | -4% | -15% | -14% | 9% | Cc1ccc(N2C(=O)N(CC(=O)NC(N)=O)C(=O)C2C)cc1 (stereo unspecified) |
| 1% | -3% | 13%[59 µM] | 4% | -8% | 19% | 9%[60.1 µM] | -16% | -19% | COc1ccc(CCNC(=S)Nc2ccc(OC)cc2)cc1 |
| 55%[activator] | -3% | 69%[activator] | -23% | 17% | 8% | -3% | 2% | 0% | O=S(=O)(NCc1cccs1)c1ccc(Br)cc1 |
| -10% | -15% | 18%[12.7 µM] | -19% | -6% | 10% | -4% | -30% | -12% | COc1cc(O)c(CC=C(C)C)c(O)c1C(=O)CCc1ccc(O)cc1 |
| -2% | 0% | 41%[0.501 µM] | -15% | 14% | 0% | -8% | -23%[57.1 µM] | -21% | CCc1ccccc1NC(=O)c1ccc(CN2CCC(Cc3ccccc3)CC2)cc1 |
| . | 1% | -3%[59 µM] | -14% | 32%[activator] | -9% | -3% | -7% | -13% | COc1ccc(CCNC(=O)c2cnc3sc(N4CCCCC4)nn3c2=O)cc1OC |
| -1% | -3% | 8% | 0% | 99%[activator] | -10% | 4% | 2% | -19% | CC(C)CC(NC(=O)C(NC(=O)C1OC2OC(C)(C)OC2C2OC(C)(C)OC12)C(C)C)C(=O)O (stereo unspecified) |

Additional results.
| APEX1 inh | BLM inh | G9a inh | Anesthetic bind | POLI inh | Pol beta inh | Pol kappa inh | BAZ2B inh | POLH inh | Structure |
| --- | --- | --- | --- | --- | --- | --- | --- | --- | --- |
| 29% | . | . | . | -10% | . | -7% | . | -14% | CSc1ncccc1C(=O)OCC(=O)NC1CCCc2ccccc21 (stereo unspecified) |
| 21% | . | -11%[0.501 µM] | . | 33%[activator] | . | 7% | -2% | -12% | O=C(Cn1[nH]c(=O)c2ccccc2c1=O)OCC(=O)c1ccc(F)cc1 |
| -7% | . | 1% | . | -2% | . | -7% | -6% | -14% | O=C(c1ccc(S(=O)(=O)N2CCCCC2)cc1)N1CCCC(C(F)(F)F)C1 (stereo unspecified) |
| -3% | 0% | -8% | -2% | 3% | -4% | -15% | 4% | -15% | Cn1c(=O)c2c(nc(CN3CCN(Cc4ccccc4)CC3)n2Cc2ccc(F)cc2)n(C)c1=O |
| . | -8% | -36%[59 µM] | -22% | 54%[activator] | 17% | 11% | -24% | -19% | COc1ccccc1NC(c1ccc(Cl)cc1)c1nnc(-c2cccc(F)c2)o1 (stereo unspecified) |
| 16% | 1% | 20% | -2% | 19% | 26% | -2% | 0% | -21% | COCC1CCN(C(=O)C2CCC(=O)N(Cc3ccc(Cl)cc3)C2)CC1 (stereo unspecified) |
| 10% | -1% | 38%[12.7 µM] | -7% | 1% | 33% | -9% | 1% | 5% | O=C(c1ccco1)N1CCN(c2ccccc2F)CC1 |
| 4% | . | . | . | 43%[activator] | . | 2% | . | -14% | CN(C)CCCNC(=O)C[C@H]1C[C@H](C(=O)N2CCOCC2)[C@@]2(CCC3CCCC3)c3[nH]c4cc(CCC(=O)N(C)C)ccc4c3CCN2C1=O |
| 2% | 1% | ? | -2% | 11% | 27% | -16% | -10% | 6% | O=C(O)C1CCN(C(=O)c2ccco2)CC1 |
| 1% | 1% | 2.2µM* | -10% | 0% | 1% | -5% | 50µM* | -3% | OC(CNCC(c1ccco1)N1CCCCC1)c1ccccc1 (stereo unspecified) |
| -2% | -3% | 13% | -18% | ? | -1% | 0% | -9% | -3% | Cc1ccc(C)c(C(=O)CN2C(=O)NC3(CCCCCCC3)C2=O)c1 |
| -7% | -2% | 18µM* | -13% | 22% | -21% | 2% | ? | -15% | COc1cc2[nH]c(=S)nc(NCCC(C)C)c2cc1OC |
| 1% | -10% | 16%[59 µM] | 0% | -6% | 3% | -11% | 11% | 0% | CN(C)S(=O)(=O)c1cccc(N=C2SCCN2Cc2ccccc2)c1 |
| -7% | -2% | . | -23% | 0% | -5% | 9% | 11% | -15% | Cc1cc(C)c(S(=O)(=O)NCc2cccs2)cc1C |
| -4% | -9% | -4%[59 µM] | ? | -6% | -4% | -11% | -1% | -19% | Oc1ccc(-c2nnc(SCC3CCCCC3)o2)cc1 |
| 6% | -12% | -47% | -10% | -17% | 1% | 1% | 19% | -19% | CCSc1ccc(C(=O)Nc2ccc(Br)cn2)cc1[N+](=O)[O-] |
| 17% | -10% | -14%[12.7 µM] | -12% | -3% | 15% | -11% | 14% | -11% | O=C1c2ccccc2C(=O)N1OCc1ccc(Cl)cc1 |
| 12% | . | . | . | -18% | . | 3% | . | 1% | CC(C)Cn1c(SCC(=O)O)nnc1-c1cccc(S(=O)(=O)N2CCOCC2)c1 |
| -3% | 2% | 16%[59 µM] | 1% | 10% | -10% | -13% | -2% | -3% | Cc1ccc(-n2nnc3c(=O)n(CC(=O)OCc4ccccc4)cnc32)cc1 |
| 30% | 1% | ? | -10% | -24% | 9% | -4% | 1% | -14% | CC(C)(C)C(=O)Nc1cc(NC(=O)C(C)(C)C)cc(C(=O)NNC(=O)c2ccncc2)c1 |
| 2% | 1% | 8% | -3% | 3% | 5% | 2% | -19% | -11% | Cc1ccc(SCc2cn3c(C)cc(C)nc3n2)cc1 |
| 18% | 2% | 14%[59 µM] | 6% | 26% | 2% | -2% | 11% | -18% | COc1cc(NC(=O)CCC2CCCC2)cc(-n2cnnn2)c1 |
| . | -12% | -6%[59 µM] | ? | 30% | 0% | 4% | -12% | -23% | Cc1ccc(C(=O)c2cn(Cc3ccccc3)c3nc(C)ccc3c2=O)cc1 |
| -2%&-6% | -5%&-3% | -36%[59 µM] | -1%&-8% | 23% | -13% | 7% | ? | -19% | COC(=O)c1ccc(C23CC4(C2)[C@H](CN(Cc2cccnc2)[C@@H]4c2ccccc2)C3c2ccc(Cl)nc2)cc1 (stereo partly specified) |

Compound activity deposited in PubChem BioAssay by National Center for Advancing Translational Sciences (NCATS).
